# From PubChem BioAssay
# KB-V1 cytotox: KB-V1 MDR subline cytotoxicity. KB-V1 MDR cells viability, CellTiter-Glo, 72 h. Potency, µM (series often up to 46.1 µM), without a hit: at the highest dose activity change, negative = cytotoxicity, most hits filed as cytotoxic. 400,000 compounds, 3.4% hits; note: potency is the fitted concentration of half-maximal effect; % is set by controls: 0 for no effect and ±100 for the full control effect; nearly all actives have a fitted effect of over 60% in size
#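 KB-V1 cells (P-gp-expressing MDR subline of KB-3-1) in phenol-red-free DMEM with 10% FBS were exposed to library compounds over a concentration series for 72 h at 37 degrees C. Viability read by CellTiter-Glo luminescence; concentration-effect curves fitted after normalization.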
# DRD3 antagonist: antagonists of human D3 dopamine receptor | D3R cells, DiscoveRx beta-arrestin luminescence, antagonist mode; stronger effect = lower value | max response, negative = inhibition, % | 360,000 compounds, 2.5% hits | AID 652054; in the data active = max response below about -50%; inconclusive = no clear call, values can overlap the other calls; note: % is set by controls: 0 for no effect and ±100 for the full control effect; mostly tested at two doses, the higher about 12 µM
# Target sequence (P35462 whole entry, looked up): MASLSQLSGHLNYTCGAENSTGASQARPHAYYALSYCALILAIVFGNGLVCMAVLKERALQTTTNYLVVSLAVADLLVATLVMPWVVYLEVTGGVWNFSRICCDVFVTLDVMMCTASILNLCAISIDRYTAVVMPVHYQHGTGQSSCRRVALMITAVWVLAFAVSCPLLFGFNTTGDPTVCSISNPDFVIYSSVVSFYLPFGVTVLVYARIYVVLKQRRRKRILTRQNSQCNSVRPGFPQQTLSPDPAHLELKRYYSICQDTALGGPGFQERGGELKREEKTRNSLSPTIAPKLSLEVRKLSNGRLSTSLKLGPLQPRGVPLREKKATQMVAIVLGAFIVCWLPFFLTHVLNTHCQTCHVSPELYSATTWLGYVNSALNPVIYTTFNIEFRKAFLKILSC
#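 Cells expressing the human receptor were seeded at 1500 cells/well, incubated overnight at 37 degrees C in 5% CO2, then exposed to library compounds with dopamine controls for 90 minutes at 37 degrees C before luminescent detection.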
# TDP-43 yeast inh: rescues yeast growth from TDP-43 toxicity | TDP-43 expressing yeast growth rescue, BacTiter-Glo, 24 h | Potency, µM (series often up to 46.1 µM), for the others: at the highest dose growth rescue (activation), most hits filed as activators | 410,000 compounds, 1.8% hits; note: potency is the fitted concentration of half-maximal effect; % of control where 0% means no effect; nearly all actives have a fitted effect of over 50% in size
#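 Growth rescue of TDP-43-toxic yeast measured as ATP luminescence (BacTiter-Glo). Cells grown to mid-log in raffinose, induced in galactose at OD600=0.02, exposed to compound 24 hr at 30 deg C.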
# PTHR1 ag: PTHR1 (human) receptor agonism | Q03431 | HEK293 GP2 PTHR1 cells, GloSensor cAMP luminescence, 1 h | AID 743266 | Potency, µM (titrated, usually from 115 µM), for the others: top-dose activation, actives largely listed as activators | 410,000 compounds, 0.075% hits; note: potency is the fitted concentration of half-maximal effect; nearly all actives have a fitted effect of over 55% in size; some results filed as inactive show a strong effect at the top dose; inactives centre near -15; many of its hits are not listed in these tables
# Target sequence (Q03431 whole entry, looked up): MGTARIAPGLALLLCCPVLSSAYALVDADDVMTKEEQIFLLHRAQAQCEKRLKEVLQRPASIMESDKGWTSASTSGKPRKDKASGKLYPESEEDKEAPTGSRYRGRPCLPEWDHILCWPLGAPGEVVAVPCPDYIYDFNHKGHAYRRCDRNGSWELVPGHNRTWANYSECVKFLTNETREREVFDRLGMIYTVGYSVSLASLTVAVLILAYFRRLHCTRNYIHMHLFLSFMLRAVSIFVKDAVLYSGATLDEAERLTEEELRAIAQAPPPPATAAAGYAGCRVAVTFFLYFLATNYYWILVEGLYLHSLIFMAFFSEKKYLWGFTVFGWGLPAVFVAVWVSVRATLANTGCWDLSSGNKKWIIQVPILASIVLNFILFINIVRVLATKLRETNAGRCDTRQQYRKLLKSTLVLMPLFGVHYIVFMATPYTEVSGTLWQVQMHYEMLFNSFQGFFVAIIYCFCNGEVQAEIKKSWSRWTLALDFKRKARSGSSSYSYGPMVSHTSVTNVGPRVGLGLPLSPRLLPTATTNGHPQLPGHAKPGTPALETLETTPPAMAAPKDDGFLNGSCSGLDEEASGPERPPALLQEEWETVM
#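 HEK-293-derived GP2 cells expressing PTHR1 and a GloSensor cAMP reporter, 3,000/well, plated overnight, given luciferin plus IBMX (each 0.5 mM as added) for 1 h at 37 °C, then compound for 1 h at 37 °C. Luminescence was read after 15 min at room temperature.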
# GLP-1R agonist: GLP-1 receptor (human) agonism. HEK293 GLP-1R CRE-luciferase, luminescence, 4-6 h; cells express a hypersensitive GLP-1R form. 380,000 compounds, 0.007% hits. Potency, µM (series often up to 45.6 µM), without a hit: top-dose activation, usual class: activators. AID 624172; note: potency is the fitted concentration of half-maximal effect; % of control where 0% means no effect
# aSyn rescue: rescues yeast growth from alpha-synuclein toxicity. Yeast expressing alpha-synuclein, growth rescue, BacTiter-Glo, 24 h. Potency, µM (series often up to 46.1 µM), inactives show at the top dose growth rescue (activation), most hits filed as activators. 370,000 compounds, 0.14% hits; note: potency is the fitted concentration of half-maximal effect; % of control where 0% means no effect; nearly all actives have a fitted effect of over 65% in size
#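 Galactose-induced alpha-syn yeast (OD600=0.02, raffinose-pregrown) + pinned cpd, 24 hr, 30 deg C; growth by BacTiter-Glo luminescence. Growth restoration scores as activation.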
# D3 ag: activates the human D3 dopamine receptor | P35462 | D3R DiscoveRx beta-arrestin cells, luminescence, 90 min | max activation, % | 410,000 compounds, 0.58% hits | AID 652048; in the data active = max activation above about 30%; note: 0% is about no effect; mostly tested at two doses, the higher about 12 µM
#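 Agonist mode: compounds and dopamine controls were applied to plated cells for 90 min at 37 degrees C after an overnight attachment at 1500 cells/well. Luminescent read-out followed 30 - 60 minutes at room temperature with DiscoveRx detection reagent.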
# GLP-1R inv ag: acts as inverse agonist at human GLP-1 receptor; P43220; HEK293 GLP-1R CRE-luciferase, luminescence, 24 h; GLP-1R form is constitutively active; Potency, µM (series often up to 38.3 µM), for inactives: at the highest dose activity change, negative = inhibition, most hits filed as inhibitors; 410,000 compounds, 1.6% hits; note: potency is the fitted concentration of half-maximal effect; % is set by controls: 0 for no effect and ±100 for the full control effect; nearly all actives have a fitted effect of over 55% in size
#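 Using stably transfected HEK293 (constitutively active GLP-1R, cAMP-luciferase reporter), compounds were incubated 24 hr and luciferase measured by luminescence.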
# HEK293 tox: cytotoxicity counter-screen for GLP-1 receptor inverse agonists. HEK293 cAMP-luciferase reporter cells, luminescence, 24 h. Potency, µM (top dose mostly 38.3 µM), inactives show top-dose activity change, negative = inhibition, usual class: inhibitors. 410,000 compounds, 0.13% hits. AID 624418;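 note: loss of luciferase light is scored as toxicity; potency is the fitted concentration of half-maximal effect; % is set by controls: 0 for no effect and ±100 for the full control effect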
#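 Seeding density was 200 cells/uL; after overnight-length (12 h) culture, 23 nL compounds went on for 24 h at 37 °C. Readout used a luciferase detection reagent, luminescence taken after 12 min at room temperature.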
# * marks the source's active call; other numbers are inactive results; i = inactive; u = inconclusive; x = not tested or not shown; & = joins results of further samples; [ ] = dose if it differs, or a comment. Unless noted, calls come from the whole dose curve; as a rule, active = well fitted curve in the direction sought with a large enough effect; inconclusive = small, poorly fitted or top-dose-only effect, or another doubt; inactive = no such curve, though single readings can be large; an effect the other way counts as inactive or inconclusive. A portion of the library; rates above refer to the full screens.
1) CCC(=O)N1N=C(c2cccs2)CC1c1ccc(OC)cc1 (stereo not drawn)
2) CC(C)CNC(=O)Nc1ccc(F)c(Cl)c1
3) Cc1ccc(CN2CCN(/N=C/c3ccc(Cl)c([N+](=O)[O-])c3)CC2)cc1
4) Cc1cc(C)cc(NC(=O)c2ccc3c(c2)nnn3C2CCCC2)c1
5) CCCCC(=O)Nc1cccc(-c2nc3ccccc3s2)c1
6) COc1ccccc1C(=O)C1CCCN(Cc2cccc3nccnc23)C1 (stereo not drawn)
assay / compound	1	2	3	4	5	6
GLP-1R agonist	20%	7%	16%	x	x	1%
aSyn rescue	2%	-12%	1%	x	x	0%
TDP-43 yeast inh	u	-20%	-8%	-22%	13%	x
HEK293 tox	1%	-2%	4%	u	-4%	-16%
D3 ag	3	-6	-9	-23	6	-14
KB-V1 cytotox	-12%	-10%	0%	u	-4%	2%
PTHR1 ag	-16%	-7%	-29%	-86%[inhibitor]	-16%	i
GLP-1R inv ag	-5%	u	u	-44%	u	-5%
DRD3 antagonist	0	-16	u	x	x	34

7) CN1C(=S)SC(/[N+]([O-])=C/c2c(F)cccc2Cl)C1(C)C (stereo not drawn)
8) Nc1ccccc1C#Cc1ccc([N+](=O)[O-])cc1
9) CCc1nnc(NC(=O)c2ccc(S(=O)(=O)N(CC)CC)cc2)s1
10) Cc1oc(-c2ccc(C(F)(F)F)cc2)nc1CN(Cc1ccccn1)C[C@@H]1CCC(=O)N1
11) COc1cccc(CNC(=O)CCCn2nc(C)n3c(cc4sccc43)c2=O)c1
12) COc1ccc(OC)c(CN2CCC(CNC(=O)Nc3cccc(Cl)c3)CC2)c1
assay / compound	7	8	9	10	11	12
GLP-1R agonist	-1%	4%	6%	7%	2%	12%
aSyn rescue	0%	-18%	-8%	0%	0%	6%
TDP-43 yeast inh	10%	8%	18%	6%	15%&18%	5%
HEK293 tox	7%	163%[activator]	3%	-12%	-10%&0%	-26%
D3 ag	-15	-12	-8	6	9&8	-21
KB-V1 cytotox	11%	-2%	-24%	-5%	u	u
PTHR1 ag	i	i	-8%	-23%	-13%	-6%
GLP-1R inv ag	13%	u	12%	-13%	1%&4%	u
DRD3 antagonist	-13	u	-23	13	11	u

13) Cc1[nH]nc(Nc2ccc(Br)cc2)c1[N+](=O)[O-]
14) Cc1c(C#N)c(NC(=O)CCl)n(Cc2cccs2)c1C
15) Cc1ccc(NS(=O)(=O)c2cc(-c3cnc(C4CC4)o3)ccc2C)cc1Cl
16) COc1ccc(S(=O)(=O)NCCc2c[nH]c3ccccc23)cc1OC
17) Cc1ccc(-c2csc(NNC(=O)c3ccccc3)n2)cc1
18) COc1ccc(NC(=O)c2ccc3oc(=O)c(S(=O)(=O)c4ccc(F)cc4)cc3c2)c(OC)c1
assay / compound	13	14	15	16	17	18
GLP-1R agonist	-8%	-1%	x	17%	-4%	x
aSyn rescue	-24%	3%	x	-3%	-6%	x
TDP-43 yeast inh	u	12%	4%	-4%	4%	-7%
HEK293 tox	-11%	u	u	-14%	-8%	1%
D3 ag	-2	0	-19	14	1	-1
KB-V1 cytotox	-9%	u	u	7%	0%	8%
PTHR1 ag	-20%	-16%	-67%[inhibitor]	i	-2%	-30%
GLP-1R inv ag	-25%	5.6µM*	u	-1%	u	9%
DRD3 antagonist	-17	-12	x	-23	13	x

19) Cc1ccc(NC(=O)CSc2nnc(C)n2CC2CCCO2)cc1 (stereo not drawn)
20) CC(C)N(C(=O)[C@H]1C[C@H](CC(=O)NCCCN(C)C)C(=O)N2CCc3c([nH]c4cc(-c5ccco5)ccc34)[C@]12C)C(C)C
21) O=C(N/C(=C\c1ccccc1)C(=O)N1CCN(CCO)CC1)c1ccccc1
22) O=C(Nc1ccc(S(=O)(=O)N2CCCC2)cc1)c1cncc(Br)c1
23) CCOC(=O)C1=C(c2ccccc2)N=c2s/c(=C\c3ccc(O)cc3)c(=O)n2C1c1cccs1 (stereo not drawn)
24) COc1cc2c(cc1OC)C(=S)NC(C)(C)C2
assay / compound	19	20	21	22	23	24
GLP-1R agonist	-7%	20%	-3%	-7%	-10%	15%
aSyn rescue	-4%	-8%	-5%	13%	-27%	0%
TDP-43 yeast inh	-11%	10%	-13%	-1%	-19%	15%
HEK293 tox	4%	0%	-7%	1%	-11%	1%
D3 ag	1	-3	-7	-8	-3	3
KB-V1 cytotox	1%	7%	-1%	3%	u	6%
PTHR1 ag	-15%	-19%	i	-9%	i	i
GLP-1R inv ag	3%	u	1%	-27%	-24%	76%[activator]
DRD3 antagonist	-8	-24	-22	-5	-57*	-8

25) O=c1cc(CSc2nnc(-c3cccs3)n2Cc2ccccc2)nc2sc3ccccc3n12
26) O=C(/C=C/c1ccccc1)NC(=S)NNC(=O)c1cccnc1
27) NS(=O)(=O)c1ccc(NC(=O)c2ccc3c(c2)CCN3S(=O)(=O)c2ccccc2)cc1
28) CN1CCN(c2ccc(S(=O)(=O)N3CCCCC3)cc2NC(=O)Cc2ccccc2F)CC1
29) CC(C)(NS(=O)(=O)OCC(Cl)(Cl)Cl)c1ccccc1
30) Cc1ccc(-c2cn3c(=S)[nH]nc3s2)cc1
assay / compound	25	26	27	28	29	30
GLP-1R agonist	3%	4%	1%	1%	1%	8%
aSyn rescue	4%	7%	-2%	5%	-1%	-5%
TDP-43 yeast inh	-1%	16µM*	-12%&0%	20%	42%	16%
HEK293 tox	-21%	-20%	-19%&-8%	-10%	8%	-2%
D3 ag	2	11	-1&8	0	-1	4
KB-V1 cytotox	u	-28%	u	12%	22%	u
PTHR1 ag	-41%[inhibitor]	i	-7%&-23%	i	-7%	-18%
GLP-1R inv ag	u	10%	1%&-14%	-21%	u	16%
DRD3 antagonist	-21	u	-1	22	2	-9

31) Cc1ccc(NC(=O)c2cnc(SCC(=O)NCC3CCCO3)n(C)c2=O)cc1C (stereo not drawn)
32) COc1ccccc1C1C(C(=O)c2sc(C)nc2C)=C(O)C(=O)N1CCN1CCOCC1 (stereo not drawn)
33) Cc1ccc(C)c(SCC(=O)Nc2cccc(S(=O)(=O)N3CCOCC3)c2)c1
34) CCN1C(=O)C2(C(C(=O)c3cc4ccccc4o3)=C(O)C(=O)N2CCCN2CCOCC2)c2ccccc21 (stereo not drawn)
35) C=CCC[C@@H](CCCCC)OC(=O)/C=C/[C@@H](O)[C@H](O)C[C@H](O)CC=C
36) CC1CCN(C(=O)c2scc3c2OCCO3)CC1
assay / compound	31	32	33	34	35	36
GLP-1R agonist	-13%	-5%	-19%	-1%	16%	-8%
aSyn rescue	11%	6%	0%	-3%	u	0%
TDP-43 yeast inh	22%	23%	28%	8%	2%	2%
HEK293 tox	-6%	-7%	-20%	6%	-9%	-25%
D3 ag	-6	-2	-1	-22	0	-2
KB-V1 cytotox	u	9%	-7%	0%	u	0%
PTHR1 ag	-33%[inhibitor]	i	-71%[inhibitor]	-29%	i	i
GLP-1R inv ag	-28%	16%	u	17%	u	u
DRD3 antagonist	0	19	7	-1	6	-12

37) Cc1ccc(NC(=O)CCC(=O)N2CCOCC2)nc1
38) CCCn1cnc2c(SCc3ccc(Cl)cc3)nc(N)nc21
39) Cn1c(=O)c2c(nc(NCCCO)n2Cc2cccc(Br)c2)n(C)c1=O
40) Cc1ccc(NC(=O)c2ccc(S(=O)(=O)N(C)c3ccccc3)cc2)cc1S(=O)(=O)N1CCOCC1
41) CN(NC(=O)Nc1ccc(Cl)cc1)c1ncc(C(F)(F)F)cc1Cl
42) Cc1c(OCc2ccccc2)c(=O)ccn1Cc1ccc(F)cc1
assay / compound	37	38	39	40	41	42
GLP-1R agonist	-15%	18%	0%	-1%	-9%	23%
aSyn rescue	2%	5%	0%	0%	-9%	1%
TDP-43 yeast inh	8%	u	11%	2%	-1%	-4%
HEK293 tox	-9%	-6%	0%	-8%	-20%	5%
D3 ag	2	0	0	3	-11	14
KB-V1 cytotox	4%	-23%	-4%	-17%	16µM*	u
PTHR1 ag	i	-15%	-15%	-40%[inhibitor]	-20%[57.5 µM]	-5%
GLP-1R inv ag	7%	153%[activator]	0%	-23%	-26%	u
DRD3 antagonist	19	15	-11	12	u	24

# Entries from the list above that have an aryl methoxy group:
1) CCC(=O)N1N=C(c2cccs2)CC1c1ccc(OC)cc1 (stereo not drawn)
6) COc1ccccc1C(=O)C1CCCN(Cc2cccc3nccnc23)C1 (stereo not drawn)
11) COc1cccc(CNC(=O)CCCn2nc(C)n3c(cc4sccc43)c2=O)c1
12) COc1ccc(OC)c(CN2CCC(CNC(=O)Nc3cccc(Cl)c3)CC2)c1
16) COc1ccc(S(=O)(=O)NCCc2c[nH]c3ccccc23)cc1OC
18) COc1ccc(NC(=O)c2ccc3oc(=O)c(S(=O)(=O)c4ccc(F)cc4)cc3c2)c(OC)c1
24) COc1cc2c(cc1OC)C(=S)NC(C)(C)C2
32) COc1ccccc1C1C(C(=O)c2sc(C)nc2C)=C(O)C(=O)N1CCN1CCOCC1 (stereo not drawn)
assay / compound	1	6	11	12	16	18	24	32
GLP-1R agonist	20%	1%	2%	12%	17%	x	15%	-5%
aSyn rescue	2%	0%	0%	6%	-3%	x	0%	6%
TDP-43 yeast inh	u	x	15%&18%	5%	-4%	-7%	15%	23%
HEK293 tox	1%	-16%	-10%&0%	-26%	-14%	1%	1%	-7%
D3 ag	3	-14	9&8	-21	14	-1	3	-2
KB-V1 cytotox	-12%	2%	u	u	7%	8%	6%	9%
PTHR1 ag	-16%	i	-13%	-6%	i	-30%	i	i
GLP-1R inv ag	-5%	-5%	1%&4%	u	-1%	9%	76%[activator]	16%
DRD3 antagonist	0	34	11	u	-23	x	-8	19
